Growth percent in the NCI-60 one-dose screen (48 h, 10 µM unless noted): 100 = growth as untreated, 0 = no growth, -100 = all killed.
K-562: K-562 leukemia. hit rate 7.4% among 78,000. AID 1794777
EKVX: EKVX NSCLC | hit rate 3% among 71,000
HOP-62: HOP-62 NSCLC. hit rate 3.9% among 80,000
HOP-92: HOP-92 NSCLC cells; hit rate 6.3% among 71,000; AID 1794738
SR: SR leukemia cells; hit rate 8.7% among 73,000; AID 1794780
MOLT-4: MOLT-4 leukemia cells. AID 1794779. hit rate 6.9% among 80,000
CCRF-CEM: CCRF-CEM leukemia; hit rate 7% among 77,000; AID 1794778
RPMI-8226: RPMI-8226 leukemia cells | AID 1794781 | hit rate 7.5% among 77,000
* marks the source's active call; other numbers are inactive results; nt = not tested or not shown; & = joins results of further samples. How the source made its calls: active means growth percent below 10; inactive means the rest.

No.	canonical_smiles	K-562	EKVX	HOP-62	HOP-92	SR	MOLT-4	CCRF-CEM	RPMI-8226
1	COc1cc(-c2cn(-c3ccc(Cl)c(Cl)c3)c(=O)n2C(C)=O)cc(OC)c1OC	36.2	59.9	41.9	22.9	10.0	83.8	77.0	86.8
2	COc1ccc(-n2c(=O)c3ccccc3n(Cc3ccc(C(=O)NO)cc3)c2=O)cc1	1.8*	16.7	25.8	48.2	7.2*	-10.1*	3.2*	12.0
3	N#Cc1c(-c2ccccc2)nc2c(c(-c3ccc(Cl)cc3)nn2-c2ccccc2)c1-c1ccc(Cl)cc1	101.0	103.2	102.9	106.9	104.7	101.9	103.7	110.6
4	O=C1CC(c2ccc(O)c(O)c2)Oc2cc(O)c([C@@H]3O[C@H](CO)[C@@H](O)[C@H](O)[C@H]3O)c(O)c21 (stereo partly specified)	96.8	99.5	104.9	113.3	98.6	100.1	97.3	99.3
5	CN(C)CC1=NC2SC=C(c3ccccc3)C2C(=O)N1CC#N (stereo unspecified)	60.0	95.9	101.9	-14.6*	70.4	82.0	nt	49.6
6	O=C1CCC(C(=O)NNc2c(F)c(F)c(F)c(F)c2F)N1 (stereo unspecified)	98.0	99.3	108.9	96.7	108.7	103.3	102.8	103.4
7	CC(C)CCn1cnc2c(=S)nc(N)[nH]c21	104.1	103.5	106.7	99.5	100.2	101.9	109.3	107.5
8	Cc1cc(N(CCNc2ccnc3cc(Cl)ccc23)Cc2ccco2)nc(Cl)n1	-54.5*	32.2	-48.2*	-76.9*	-14.5*	-26.2*	0.3*	-29.5*
9	Cc1ccc2c(c1)=C/C(=C\c1cc(-c3ccccc3)oc1O)C(=O)N=2	91.7	92.6	101.1	87.4	101.0	90.6	100.2	94.2
10	CNC(=S)N/N=C(/C)CCc1c(C)nn(C(=S)NC)c1C	84.8	78.0	100.2	88.7	88.8	101.2	89.8	91.8
11	COc1ccc2c(c1)nc(N)c1c3ccccc3cn21	nt	72.7	85.6	nt	nt	73.8	74.5	80.3
12	CCOC(=O)C1=CSC2=NC3=C(CCCC/C3=C\c3ccc(OC)cc3)C(c3ccc(OC)cc3)N12 (stereo unspecified)	84.5	94.8	98.7	81.8	111.9	80.8	95.4	88.7
13	COc1ccc(C2C=C(c3ccc(Cl)c(Cl)c3)N=C3SC(C)=CN32)cc1OC (stereo unspecified)	59.5	nt	82.3	47.2	61.9	48.8	58.5	38.4
14	N#Cc1c(-c2cccs2)cc(-c2cnccn2)nc1SCC(=O)c1ccc(Br)cc1	99.1	57.9	71.7	86.1	98.2	102.3	91.0	93.6
15	CCN1CCCC1CNC(=O)c1cc(S(=O)(=O)CC)c(N)cc1OC (stereo unspecified)	100.7	102.7	109.7	nt	89.6	88.0	109.7	113.9
16	O=c1[nH]c2cc(Cl)ccc2nc1/C=C(O)/C=C/c1ccccc1	103.3	94.3	97.8	106.5	101.2	106.0	100.2	103.3
17	CC(C)CCc1ccccn1	90.1	99.0	97.0	100.0	99.5	92.8	99.0	98.2
18	CCOC(=O)Cc1ccc(C)cc1	94.6	97.4	105.3	80.5	89.6	86.0	52.5	97.4
19	Cc1cc(O)c(C2=NN(c3ccc(S(N)(=O)=O)cc3)C(c3ccccc3Cl)C2)cc1Cl (stereo unspecified)	-18.0*	-1.9*	-6.9*	38.5	nt	-31.6*	9.1*	11.0
20	CCOC(=O)C(C)(F)C#N (stereo unspecified)	98.0	nt	94.6	88.3	87.1	102.6	91.6	95.1
21	O=C(N=Nc1c(O)[nH]c2ccc(Cl)cc12)c1ccc2nc(-c3ccccc3)[nH]c2c1	29.3	92.4	81.3	77.0	15.3	27.3	41.7	70.1
22	COc1cc2c(c(OC)c1OC)C(=O)CC(c1cccc([N+](=O)[O-])c1)O2 (stereo unspecified)	71.3	97.6	98.5	77.4	51.0	84.6	80.8	76.9
23	CCCCNc1ccncc1CO	106.3	107.2	91.0	95.3	97.9	108.9	122.3	111.0
24	CCOC(=O)CNC(=O)c1c(C)[nH]c(-c2nc3ccccc3[nH]2)c1C	109.9	95.7	97.8	83.9	98.1	108.9	105.5	nt
25	N#CC(C(=N/O)/C(=N/O)C(C#N)c1ccc(Cl)cc1)c1ccc(Cl)cc1 (stereo unspecified)	98.5	101.9	94.5	92.6	104.4	97.7	100.3	99.2
26	C=CCCCCCCCCC(=O)OC1CCCC1	94.0	115.2	105.1	104.9	95.6	90.7	106.7	102.2
27	Clc1ccc(/C=C/c2nn3c(-c4ccncc4)nnc3s2)cc1	nt	93.7	105.2	86.0	nt	nt	107.4	93.0
28	COc1cccc(-c2nc(SCC(=O)Nc3ccc(C(=O)/C=C/c4ccc(Cl)cc4)cc3)[nH]c(=O)c2C#N)c1	94.8	104.2	97.8	100.3	79.5	96.4	97.5	97.2
29	COc1ccc(/C(=C\c2cc(OC)c(OC)c(OC)c2)C(=O)N2CCN(c3ccccc3)CC2)cc1O	103.8	94.7	99.0	85.9	87.7	91.3	85.5	73.5
30	O=C1c2c[n+](Cc3ccccc3)ccc2-c2nc3ccccc3c3ccnc1c23	-6.8*	-1.7*	-27.2*	-45.4*	-8.8*	-17.2*	-13.1*	-25.2*
31	CC1=CC2C3C(CC(=O)C24C(=O)NC(CC(C)C)C4C1C)C1OC3(C)CCC1O (stereo unspecified)	107.3	106.9	98.3	71.3	nt	98.8	111.7	108.6
32	O=S(=O)(NCCNc1nccc(-c2c(-c3cccc(F)c3)nc3occn23)n1)c1ccc(C(F)(F)F)cc1	69.8	84.2	85.1	77.5	88.3	52.9	84.0	75.5
33	O[C@@H]1Cc2ccccc2[C@H]1O	92.1	108.4	99.5	93.5	100.8	93.2	89.5	94.7
34	CC(O)CN1CCCC1 (stereo unspecified)	108.8	121.0	106.8	92.1	86.9	86.8	87.2	94.3
35	NC(=O)Cc1ccc(N)cc1	116.2	117.0	100.8	90.2	103.7	110.3	106.0	110.2
36	Nc1cc(S(=O)(=O)O)ccc1Cl	104.1	97.3	89.6	98.3	86.1	76.6	89.2	96.7
37	Cc1ccc(S(=O)(=O)Nc2cc(Sc3ccccc3)c(O)c3ccccc23)cc1	41.1	115.7	112.3	18.2	20.8	-32.2*	12.7	28.8
38	CCOC(=O)c1c(C)nc2c(c1N)/C(=C/c1ccc[nH]1)C(=O)N2c1ccc(OC)cc1	99.0	96.8	88.6	nt	91.2	100.7	nt	nt
39	NC(CSCC(=O)O)C(=O)O (stereo unspecified)	102.5	101.2	nt	nt	102.2	100.1	92.0	91.2
40	Cc1ccc(C#CC(C)(O)C(C)(C)C)cn1 (stereo unspecified)	115.2	105.5	102.0	100.8	107.1	nt	113.7	98.9

Full records as entered above:
CCOC(=O)CNC(=O)c1c(C)[nH]c(-c2nc3ccccc3[nH]2)c1C is entered as K-562 = 109.9; EKVX = 95.7; HOP-62 = 97.8; HOP-92 = 83.9; SR = 98.1; MOLT-4 = 108.9; CCRF-CEM = 105.5; RPMI-8226 = nt
Cc1ccc(C#CC(C)(O)C(C)(C)C)cn1 (stereo unspecified) is entered as K-562 = 115.2; EKVX = 105.5; HOP-62 = 102.0; HOP-92 = 100.8; SR = 107.1; MOLT-4 = nt; CCRF-CEM = 113.7; RPMI-8226 = 98.9

Continued:
No.	canonical_smiles	K-562	EKVX	HOP-62	HOP-92	SR	MOLT-4	CCRF-CEM	RPMI-8226
41	O=C(/C=C/C(Cl)(Cl)Cl)Nc1ccc(Cl)cc1	65.7	94.2	124.6	82.1	40.1	84.2	73.2	75.3
42	Cc1c(Cl)ccc(O)c1C(=O)N[C@@H](Cc1c[nH]c2ccccc12)C(=O)O	91.9	99.9	69.6	79.0	95.2	106.2	85.5	96.1
43	O=S(=O)(c1cc(Cl)ccc1O)c1cc(Cl)ccc1O	62.1	100.5	83.7	6.0*	84.6	90.2	76.2	51.2
44	CCOC(=O)c1c2c(cn1Cc1cc(OC)ccc1OC)-c1oncc1CC2	29.7	102.9	nt	74.8	31.0	77.2	77.1	87.7
45	CCOC(=O)c1c[nH]cc1C	108.4	96.1	89.6	98.8	110.1	108.2	103.0	106.4
46	O=C(CCN1CCCC1)Nc1ccc2c(Nc3ccccc3)c3ccccc3nc2c1	0.3*	59.3	12.1	14.3	-14.9*	-4.8*	-8.8*	-27.3*
47	O=C(CSc1cc[n+](CCCCCO)c2ccccc12)n1ccc2ccccc21	86.8	94.2	82.3	102.9	82.0	90.0	92.7	84.4
48	OCC(O)CNc1oc(-c2ccccc2)nc1[P+](c1ccccc1)(c1ccccc1)c1ccccc1 (stereo unspecified)	76.7	98.0	100.3	82.4	94.4	97.8	93.8	44.8
49	COC(=O)[C@@H](Cc1ccccc1)n1cc(COC(=O)c2cccc3c(=O)c4ccccc4[nH]c23)nn1	52.6	97.1	97.5	70.3	97.5	82.0	80.8	93.1
50	Cc1ccc(C(=O)CSc2nnc(-c3ccc(-c4ccc(Cl)cc4)nc3C)o2)cc1	100.9	68.6	92.5	88.0	96.5	103.1	108.5	96.7
51	COc1ccc(-c2nnc(COc3ccc(N=C4NC(=O)CS4)cc3)o2)cc1	95.7	nt	93.0	135.8	59.2	75.1	80.4	nt
52	CCOC(=O)C1=C(C)N2c3ccccc3-c3ccnn3C2CC1 (stereo unspecified)	42.9	nt	74.2	73.1	98.9	nt	nt	82.8
53	COc1ccc(C#Cc2cccc(C#CCCCCN3CCCCC3=O)c2)cc1	56.3	100.8	102.1	95.5	30.2	36.8	71.3	64.1
54	O=C1C[C@@H]2/C(=C(O)\C=C\c3ccccc3)C(=O)C=C[C@@H]2O1	14.3	25.6	2.6*	nt	10.2	7.0*	12.5	32.5
55	O=S(=O)(c1ccc(Br)cc1)c1ccc(Br)cc1	100.5	85.3	97.5	nt	118.0	110.0	101.8	99.3
56	CC1(C)[C@@H](O)CC[C@]2(C)[C@H]3CC[C@@H]4[C@H]5[C@H](C(=O)/C=C/c6cccnc6)CC[C@]5(CO)CC[C@@]4(C)[C@]3(C)CC[C@@H]12	77.5	101.1	109.5	61.1	92.2	77.3	92.4	82.0
57	COc1ccc(C(=O)n2nc(-c3ccccc3)nc2N)cc1	92.3	97.7	105.9	131.5	80.0	80.3	59.7	93.0
58	CCOC(=O)C1=C(C)NC(=O)NC1c1ccc(OCc2cn(-c3ccc(C(=O)O)cc3)nn2)c(OC)c1 (stereo unspecified)	nt	106.6	101.5	82.7	nt	103.6	86.4	110.6
59	COc1ccc(OC)c(-c2ccc(-c3ccccc3N)c3[nH]c4ccccc4c23)c1	76.2	nt	80.9	80.8	81.7	56.4	102.9	70.3
60	CCOC(=O)c1[nH]c2c(c1Cl)CCc1cnoc1-2	97.8	85.7	102.7	123.9	91.7	82.1	104.8	108.1
61	CCC(CC)NCC(C)OC(=O)c1ccc([N+](=O)[O-])cc1 (stereo unspecified)	99.7	nt	96.2	nt	95.2	99.2	90.1	99.5
62	C/C(=C1/C(=O)Nc2ccccc21)c1ccc(NS(C)(=O)=O)cc1	88.2	86.9	91.7	88.4	93.3	98.0	95.5	89.3
63	CC(/C=C1\SC(=S)N(CCC(=O)NC(CC(C)C)C(=O)O)C1=O)=C\c1ccccc1 (stereo unspecified)	105.4	97.2	90.6	98.2	101.1	104.3	106.7	104.7
64	OCCCNCc1ccccc1	95.2&98.9	112.1	94.5&99.1	83.4	97.1&88.4	97.2&95.8	101.1	101.7

Structures listed so far with an aryl thioether with sulfur outside any ring:
No.	canonical_smiles	K-562	EKVX	HOP-62	HOP-92	SR	MOLT-4	CCRF-CEM	RPMI-8226
14	N#Cc1c(-c2cccs2)cc(-c2cnccn2)nc1SCC(=O)c1ccc(Br)cc1	99.1	57.9	71.7	86.1	98.2	102.3	91.0	93.6
28	COc1cccc(-c2nc(SCC(=O)Nc3ccc(C(=O)/C=C/c4ccc(Cl)cc4)cc3)[nH]c(=O)c2C#N)c1	94.8	104.2	97.8	100.3	79.5	96.4	97.5	97.2
37	Cc1ccc(S(=O)(=O)Nc2cc(Sc3ccccc3)c(O)c3ccccc23)cc1	41.1	115.7	112.3	18.2	20.8	-32.2*	12.7	28.8
47	O=C(CSc1cc[n+](CCCCCO)c2ccccc12)n1ccc2ccccc21	86.8	94.2	82.3	102.9	82.0	90.0	92.7	84.4
50	Cc1ccc(C(=O)CSc2nnc(-c3ccc(-c4ccc(Cl)cc4)nc3C)o2)cc1	100.9	68.6	92.5	88.0	96.5	103.1	108.5	96.7

Screens (PubChem BioAssay)
